Assay outcomes from PubChem.
MITF primary = MITF inhibitors, primary screen, biochemical, AlphaScreen, human; AlphaScreen MITF homodimerization, bead proximity signal; AID 1259374, 2018; inhibition, % at 2.6 µM; Microphthalmia-associated transcription factor (Homo sapiens), O75030; 0.91% of 650,000 active; in the data active means inhibition above about 50%;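 further: 0% = vehicle wells with protein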
Target sequence (O75030 whole entry, looked up): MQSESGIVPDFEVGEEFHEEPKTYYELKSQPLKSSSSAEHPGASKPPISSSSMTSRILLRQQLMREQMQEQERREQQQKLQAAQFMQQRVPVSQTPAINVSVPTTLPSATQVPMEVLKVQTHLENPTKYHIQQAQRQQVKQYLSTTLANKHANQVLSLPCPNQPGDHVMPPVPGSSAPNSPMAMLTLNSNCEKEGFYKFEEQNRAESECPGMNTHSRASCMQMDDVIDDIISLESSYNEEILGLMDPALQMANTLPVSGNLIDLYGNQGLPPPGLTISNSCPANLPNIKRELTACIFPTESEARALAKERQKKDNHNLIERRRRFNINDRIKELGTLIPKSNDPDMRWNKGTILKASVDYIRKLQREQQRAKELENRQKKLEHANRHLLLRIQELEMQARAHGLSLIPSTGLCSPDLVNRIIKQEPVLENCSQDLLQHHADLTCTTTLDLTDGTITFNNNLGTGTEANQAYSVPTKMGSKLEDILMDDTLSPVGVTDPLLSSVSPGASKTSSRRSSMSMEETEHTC
FBW7 activator = FBW7 E3 ligase activators, primary screen, biochemical, AlphaScreen, human. F-box/WD repeat-containing protein 7 (Homo sapiens), Q969H0. AlphaScreen FBW7–phospho-cyclin E peptide binding, activator screen. normalized activity (activation), % at 26.1 µM. 0.13% of 650,000 active. AID 1259310, 2017; in the data active means normalized activity above about 1.9%;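 further: purified mutant Fbw7 with reduced substrate affinity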
GPR151 ag = activators of human GPR151, primary screen, cell-based, PathHunter beta-arrestin, luminescence | 1% of 650,000 active | activation, % at 11.2 µM | PathHunter beta-arrestin GPR151 cells | G-protein coupled receptor 151 (Homo sapiens), Q8TDV0; in the data active means activation above about 4.9%;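 further: 0% = median of compound wells and 100% = cells with positive control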
Target sequence (Q8TDV0 whole entry, looked up): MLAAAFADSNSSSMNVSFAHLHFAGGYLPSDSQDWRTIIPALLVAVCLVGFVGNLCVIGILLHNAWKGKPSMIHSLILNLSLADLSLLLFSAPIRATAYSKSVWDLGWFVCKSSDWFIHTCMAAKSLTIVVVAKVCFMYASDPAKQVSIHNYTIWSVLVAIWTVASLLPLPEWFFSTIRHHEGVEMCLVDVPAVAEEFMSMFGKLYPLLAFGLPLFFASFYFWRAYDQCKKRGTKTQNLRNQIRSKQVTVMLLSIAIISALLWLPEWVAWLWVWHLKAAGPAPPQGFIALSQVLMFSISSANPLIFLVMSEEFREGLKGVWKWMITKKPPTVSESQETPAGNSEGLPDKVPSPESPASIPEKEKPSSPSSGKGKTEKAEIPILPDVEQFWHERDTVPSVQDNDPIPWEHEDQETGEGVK
TEAD-YAP inh = TEAD-YAP interaction inhibition, primary screen, TEAD-YAP interaction inhibitor project, luminescence, HEK-TIYL cells; TEAD-Gal4/YAP UAS-luciferase luminescence; inhibition, % at 9.12 µM; 1.4% of 640,000 active; in the data active means inhibition above about 32%;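 further: 0% = median of test compound wells and 100% = reference inhibitor wells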
An asterisk follows results filed as active; nt = no result given; & = joins results of further samples.

Each structure is followed by: MITF primary, FBW7 activator, GPR151 ag, TEAD-YAP inh
- Cc1ccc(NC(=O)/C(=C/c2cccc([N+](=O)[O-])c2)NC(=O)c2cccs2)c(Br)c1
→ 16, 0.3, 6.9*, 4
- CC(=O)c1ccc(NC(=O)C2CCC2)cc1
→ 11, 0.1, -0.3, -50
- CC1=C(C(=O)Nc2ccc([N+](=O)[O-])cc2)C(c2ccc(C(C)(C)C)cc2)NC(=O)N1 (stereo not drawn)
→ -7, 0.0, 0.5, -10
- C=CCOc1ccc(-c2nc3s/c(=C\c4ccco4)c(=O)n3n2)cc1
→ 10, -0.1, 0.3, 6
- CCOC(=O)C1=C(C)N=c2s/c(=C/c3ccc4c(c3)OCO4)c(=O)n2C1c1cc(OC)ccc1OC (stereo not drawn)
→ 2, -0.1, -0.1, -3
- Nc1ccc(S(=O)(=O)NC(=O)c2ccccc2)cc1
→ -16&-8, 0.0&-0.1, -2.0&-0.4, -11
- COc1ccc(-c2sc(N3CCOCC3)nc2-c2ccccc2)cc1
→ -10, 0.3, 1.1, 0
- COc1ccc(C2NC(C(=O)O)CS2)cc1OC (stereo not drawn)
→ 8, 0.1, -1.8, 5
- CCOc1ccccc1-c1nc(-c2ccc(NC(=O)c3cccs3)cc2)no1
→ -9, 0.2, 0.1, -38
- Cc1ccccc1Nc1nc(N)nc(CN2C(=O)NC3(CCCCC3C)C2=O)n1 (stereo not drawn)
→ 5, -0.1, -0.9, 3
- O=C(CSc1ccc(-c2ccncc2)nn1)NCc1ccccc1Cl
→ 7, 0.0, -2.0, 4
- O=C(NCC(O)c1ccccc1)C(=O)NC1CC1 (stereo not drawn)
→ -12, -0.1, 1.8, 1
- O=C(Nc1nc(-c2ccccn2)cs1)c1ccccc1Br
→ 20, -0.1, -2.8, 16
- CC(=O)OC1(C/C(C)=N/O)C(=O)N(C)c2ccccc21 (stereo not drawn)
→ 5, -0.1, 1.1, 0
- O=[N+]([O-])c1ccc2cn(-c3ccccc3)nc2c1
→ 28, 0.8, -5.4, -75
- COc1ccc(Cn2nnnc2C(c2ccncc2)N2CCOCC2)cc1 (stereo not drawn)
→ 0, -0.1, -4.9, 27
- O=C(CCc1nnc(CCCc2ccccc2)o1)NCc1n[nH]c2c1CCC2
→ 12, -0.1, 0.2, -8
- Cc1[nH]c2ccccc2c1CCn1c(N)cc(=O)[nH]c1=O
→ -1, -0.1, 0.1, -7
- Cc1cc(Cl)c(OCCCNCCO)c(Br)c1
→ 14, -0.1, -0.5, -19
- COc1ccc(NC(=O)c2cc3ccccc3cc2OC)cc1OC
→ -3, 0.1, -0.3, -35

Next entries follow:
Each structure is followed by: MITF primary, FBW7 activator, GPR151 ag, TEAD-YAP inh
- O=C(COc1ccc(Cl)cc1)N(c1ccccc1)C1C=CS(=O)(=O)C1 (stereo not drawn)
→ 8, 0.1, 0.0, 5
- Cc1ccc(N2C(=O)CSC2c2c(F)cccc2Cl)cc1 (stereo not drawn)
→ 10, 0.1, 0.1, -1
- CCn1c(NCc2ccccc2C)nc2ccccc21
→ -9, 0.1, 0.5, -14
- COc1ccccc1-c1coc2c(CN3CCCCC3C)c(O)ccc2c1=O (stereo not drawn)
→ 11, 0.0, 0.5, -1
- O=C1CSC(c2cn(-c3ccccc3)nc2-c2cc3ccccc3oc2=O)N1Cc1cccnc1 (stereo not drawn)
→ -5, -0.2, 0.4, -1
- O=C(CCc1ccccc1)NNC(=O)c1ccc(-c2ccccc2)cc1
→ 13, -0.1, -0.1, 1
- COc1cccc(CN2CCN(c3ncccn3)CC2)c1
→ 30, 0.0, 0.0, -6
- O=C(CSc1ncn[nH]1)Nc1ccc([N+](=O)[O-])cc1
→ 6, 0.2, -0.9, 15
- CC1=NN(c2nc(-c3cccc(Cl)c3)cs2)C(=O)C1
→ 1, -0.1, -0.3, 6
- CSc1ccccc1N1C(=O)CN(CC(C)C)CC1C (stereo not drawn)
→ -2, -0.1, 0.4, 7
- CNC(=O)c1ccc(-c2ccccc2)nc1N(C)C
→ 13, -0.1, 0.2, -7
- Cc1cc(=S)c2ccccc2s1
→ -7, 0.1, 1.9, -10
- CC(=O)c1ccc(NC(=O)CSc2nnc(-c3cccnc3)n2Cc2ccccc2)cc1
→ 8, -0.2, 0.8, 1
- O=C(O)c1cccnc1SC1CC(=O)N(c2ccc(Cl)c(Cl)c2)C1=O (stereo not drawn)
→ 14, -0.2, -0.9, 3
- COc1cccc(-c2nnc3n2N=C(c2ccccc2)CS3)c1
→ -1, -0.1, 0.3, 11
- CC(C)(C)c1ccc(-c2nnc(NC(=O)c3ccco3)s2)cc1
→ -5, 0.0, 1.1, -19
- Cc1cccc(Nc2nc(NCCO)nc(N3CCOCC3)n2)c1
→ 3, 0.4, -1.2, -12
- CC(=O)Nc1ccc(C(=O)Nc2ccc(S(=O)(=O)Nc3ncccn3)cc2)cc1
→ -8, -0.1, 0.2, -9
- CCOC(=O)C1=C(C)NC2=C(C(=O)CC(c3ccc(OC)c(OC)c3)C2)C1c1cccc([N+](=O)[O-])c1 (stereo not drawn)
→ -1, 0.1, -0.6, 5
- CCOc1ccc(Cl)cc1/C=C1/SC(=S)N(CCC(=O)O)C1=O
→ -26, 0.2, -0.9, 3

Part of the list above in order of SMILES length, smallest number first:
Each structure is followed by: MITF primary, FBW7 activator, GPR151 ag, TEAD-YAP inh
- CNC(=O)c1ccc(-c2ccccc2)nc1N(C)C
→ 13, -0.1, 0.2, -7
- Cc1ccc(N2C(=O)CSC2c2c(F)cccc2Cl)cc1 (stereo not drawn)
→ 10, 0.1, 0.1, -1
- CC(C)(C)c1ccc(-c2nnc(NC(=O)c3ccco3)s2)cc1
→ -5, 0.0, 1.1, -19
- Cc1ccccc1Nc1nc(N)nc(CN2C(=O)NC3(CCCCC3C)C2=O)n1 (stereo not drawn)
→ 5, -0.1, -0.9, 3
- O=C1CSC(c2cn(-c3ccccc3)nc2-c2cc3ccccc3oc2=O)N1Cc1cccnc1 (stereo not drawn)
→ -5, -0.2, 0.4, -1
- CCOC(=O)C1=C(C)NC2=C(C(=O)CC(c3ccc(OC)c(OC)c3)C2)C1c1cccc([N+](=O)[O-])c1 (stereo not drawn)
→ -1, 0.1, -0.6, 5

The list goes on.
Compound,MITF primary,FBW7 activator,GPR151 ag,TEAD-YAP inh
Cc1cc(OCCNC(C)(C)C)cc(C)c1Cl,50,0.1,1.9,3
O=S(Nc1ccc2c(c1)OCCO2)C12CC3CC(CC(C3)C1)C2 (stereo not drawn),4,0.3,1.3,-2
CC(=O)N(C)c1nnc(-c2cccnc2)s1,3,0.0,-1.3,0
CCOC(=O)C1=CC2(SC=C(C(=O)OCC)S2)C2=C(S1)C(C)(C)N(C(C)=O)c1ccc(OC)cc12 (stereo not drawn),13,0.2,-0.3,1
O=C(O)CN1C(=O)c2ccc(Oc3cccc4c3C(=O)N(CC(=O)O)C4=O)cc2C1=O,10,0.4,-1.7,0
CC(=O)Nc1nc(-c2nc3ccccc3s2)cs1,3,0.3,-5.5,38*
O=C(c1ccco1)N1CCN(Cc2cc(=O)oc3cc4c(cc23)CCC4)CC1,5,0.2,1.3,2
Cc1ccc(C2OC3(C(=O)c4ccccc4C3=O)C3C(=O)N(c4ccc(Oc5ccc(Cl)cc5)cc4)C(=O)C23)cc1 (stereo not drawn),-8,0.1,-0.6,3
CCOC(=O)c1sc(=NC(=O)c2cccc3ccccc23)n(C)c1C,3,0.0,7.8*,5
O=S(=O)(c1ccc(-n2cnnn2)cc1)N(CCc1ccccc1)Cc1ccco1,-12,-0.1,1.1,2
Cc1ccc(N2C(N)=NC(N)=NC23CCCCC3)cc1,-5,0.0,0.7,-8
C#CCN1C(=O)C(O)(CC(=O)c2cc(C)ccc2C)c2ccccc21 (stereo not drawn),9,0.0,1.3,-3
COC(=O)c1c(OC)cc(C)nc1C,-6,-0.1,-1.1,1
COc1ccc(OCC2c3cc(OC)c(OC)cc3CCN2C(=S)NC2CCCCC2)cc1 (stereo not drawn),2,-0.1,-1.0,5
CCN(CC)c1ccc2cc(/C(C)=N/NC(N)=O)c(=O)oc2c1,11,0.4,1.3,-11

Following part:
Compound,MITF primary,FBW7 activator,GPR151 ag,TEAD-YAP inh
Cc1cc(O)c(C2CCCCC2)cc1C1CCCCC1,9,-0.1,1.2,8
COc1ccccc1C(=O)Nc1ccc(S(=O)(=O)N(C)C)cc1,-5,0.5,-1.3,-1
CCOC(=O)c1c(-c2ccco2)csc1NC(=O)C1C2CCC(C2)C1C(=O)O (stereo not drawn),4,0.1,1.2,14
C=CCc1c(C)nc2nc(=S)[nH]n2c1C,1,0.4,-1.1,8
CCC(=O)N1CCc2cc(S(=O)(=O)Nc3ccc(C)c(C)c3)ccc21,-8,0.2,0.3,13
Cc1cc(C)c(S(=O)(=O)NCC(=O)Nc2ccc(Br)cc2)c(C)c1,9,0.0,-0.1,11
Cc1ccc(/C=N/N=C2/NC(=O)C(CC(=O)Nc3ccc(C)c(Cl)c3)S2)o1 (stereo not drawn),-4,0.2,-1.4,0
COc1ccc(-c2ccc(S(=O)(=O)N3CCCC3)cc2)cc1,24,-0.1,0.1,7
Cc1noc(NS(=O)(=O)c2ccc(NC(=O)CC(C)C)cc2)c1C,-40,-0.1,-0.9,1
CCOC(=O)C(F)(C(=O)OCC)c1ccccc1,8,0.2,1.1,1
O=C(NC1CC1)c1cncc(-c2ccccc2)c1,-1,0.1,0.8,4
C[C@@H](O)CCC[C@H](O)/C=C/[C@H]1[C@H](O)CC(=O)[C@@H]1CCCCCCC(=O)O,17,nt,-2.6,nt
NC(=O)C1CCN(C(=O)c2cc3ccccn3n2)CC1,-3,-0.1,0.8,-10
Cc1ccc(-c2nc3cc(Cl)ccc3o2)cc1N,7,0.1,-2.6,6
CS(=O)(=O)N1CCC(C(=O)Nc2ccccc2Br)CC1,2,0.0,0.5,0

(cont.)
Compound,MITF primary,FBW7 activator,GPR151 ag,TEAD-YAP inh
Cc1ccc(N(C(C)C(=O)Nc2ccccc2C(C)C)S(C)(=O)=O)cc1 (stereo not drawn),-8,-0.1,-0.3,0
CCn1cc(C(=O)Nc2ccc(S(N)(=O)=O)cc2)c(=O)c2ccc(C)nc21,23,0.2,0.5,-4
NC(=O)c1c(NC(=O)CN(C(=O)c2ccccc2)C2CCCC2)sc2c1CCCC2,5,-0.1,-0.5,12
CC(C)CCNC(=O)CSc1nc2ccccc2c(=O)n1CCC(=O)N1CCCCC1,-14,-0.1,-0.5,-8
COc1cc2c(cc1OC)C(COc1ccc([N+](=O)[O-])cc1)N(C(=O)c1ccccc1OC)CC2 (stereo not drawn),-1,0.0,-1.3,-1
CC1=C(C(=O)OC(C)C)C(c2ccc(Cl)cc2)NC(=O)N1C (stereo not drawn),-3,0.0,1.6,-1
CC1(O)C(=O)C=C2C=C(c3ccsc3)OC=C2C1=O (stereo not drawn),0,-0.1,2.9,nt
CNS(=O)(=O)c1ccc(NC(=O)c2cnccn2)cc1,5,0.7,-1.9,-4
O=C(Nc1cc(Cl)ccc1O)c1cc2n(n1)C(C(F)(F)F)CC(c1ccc3c(c1)OCO3)N2 (stereo not drawn),4,-0.1,0.3,9
CCOC(=O)C1=C(C)Nc2ncnn2C1c1ccc(OCc2ccccc2)c(OCC)c1 (stereo not drawn),-2,-0.2,-0.4,-2
Cc1cc(C)cc(NC(=O)C2CC(O)CN2C(=O)Oc2ccccc2)c1 (stereo not drawn),8,0.2,0.2,-2
COC(=O)/C=C/c1ccccc1[N+](=O)[O-],-6,0.0,-0.6,-1
CC(C)(C)n1nnnc1C(c1ccccc1)N1CCN(c2ccccc2F)CC1 (stereo not drawn),10,0.1,0.1,-1
O=C(Cn1nnc2ccccc21)N/N=C/c1c[nH]c2ccccc12,1,0.0,0.7,28
COC(=O)c1ccc2c(=O)n(CCC3=CCCCC3)c(SCc3cccnc3)nc2c1,2,0.8,-2.2,-5

(more compounds)
Compound,MITF primary,FBW7 activator,GPR151 ag,TEAD-YAP inh
CC12OC(=N)C(C#N)(C(c3ccco3)O1)C(C#N)(C#N)C2c1ccccc1 (stereo not drawn),-3,0.0,0.8,-1
Cc1ccc(-n2ncc3c(=O)n(CC(=O)Nc4cccc(Cl)c4)cnc32)cc1C,8,0.1,3.7,5
COc1cccc(CSc2nnc(-c3ccc(F)cc3)o2)c1,4,0.2,1.8,-8
CC1CCc2c(sc(NC(=O)c3ccccc3F)c2C(=O)N2CCN(C)CC2)C1 (stereo not drawn),1,0.1,-1.0,-1
